High-throughput results from PubChem BioAssay.
RBX1-CUL1 inh: inhibitors of human ROC1-CUL1 ubiquitin ligase activity; E3 ubiquitin-protein ligase RBX1 (Homo sapiens) + Cullin-1 (Homo sapiens), P62877+Q13616; in vitro K48 di-Ub FRET, acceptor:donor ratio, 45 min; inhibition, % at 10 µM; 0.6% of 140,000 active; in the data active = inhibition above about 25%
Target sequence (P62877 whole entry, looked up): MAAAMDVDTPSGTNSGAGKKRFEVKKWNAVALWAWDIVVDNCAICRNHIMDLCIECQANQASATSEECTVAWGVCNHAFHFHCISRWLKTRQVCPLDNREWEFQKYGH
Target sequence (Q13616 whole entry, looked up): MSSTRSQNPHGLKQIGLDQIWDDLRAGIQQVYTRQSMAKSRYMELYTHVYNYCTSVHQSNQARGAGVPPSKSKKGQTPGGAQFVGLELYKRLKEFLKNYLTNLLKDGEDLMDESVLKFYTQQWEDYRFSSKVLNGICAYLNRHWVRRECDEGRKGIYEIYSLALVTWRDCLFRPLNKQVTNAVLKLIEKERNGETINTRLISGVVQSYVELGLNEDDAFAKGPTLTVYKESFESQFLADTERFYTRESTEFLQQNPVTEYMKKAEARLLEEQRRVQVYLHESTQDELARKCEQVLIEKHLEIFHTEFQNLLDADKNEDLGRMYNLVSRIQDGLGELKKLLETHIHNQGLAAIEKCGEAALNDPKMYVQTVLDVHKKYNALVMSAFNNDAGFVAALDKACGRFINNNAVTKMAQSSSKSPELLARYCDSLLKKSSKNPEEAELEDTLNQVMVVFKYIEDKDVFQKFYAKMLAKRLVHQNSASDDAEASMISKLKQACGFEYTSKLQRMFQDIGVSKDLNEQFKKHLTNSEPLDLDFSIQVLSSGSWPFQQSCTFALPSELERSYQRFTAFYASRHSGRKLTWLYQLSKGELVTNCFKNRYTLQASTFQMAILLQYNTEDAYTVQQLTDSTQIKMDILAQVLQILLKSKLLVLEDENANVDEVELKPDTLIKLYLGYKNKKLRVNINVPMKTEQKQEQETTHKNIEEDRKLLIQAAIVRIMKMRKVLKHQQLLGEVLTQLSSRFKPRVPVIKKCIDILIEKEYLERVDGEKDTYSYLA
* = called active by the depositor.

RBX1-CUL1 inh	SMILES
-5.9	COc1cccc(-n2c(=O)c3sc4ccccc4c3n(CC(=O)NC3CCCCC3)c2=O)c1
-4.7	O=C(CSc1nnc(-c2ccncc2)n1-c1ccccc1)Nc1ccc(Cl)c(Cl)c1
12.9	CCCn1cc(NC(=O)Cn2ccc(-c3ccccn3)n2)nn1
2.8	CCN(C(=O)c1cc2c(s1)-c1c(C)cccc1OC2)c1ccccc1F
-8.9	COc1cc2c(cc1OC)C(c1ccc(F)cc1)N(c1ccc(F)cc1)C(=O)C2 (stereo unspecified)
-1.6	N#CCc1c(C#N)c(N)nc(N2CCCCC2)c1C#N
-6.9	CC1(Cl)C(=O)c2ccccc2N(c2ccccc2)C1=O (stereo unspecified)
-10.0	CCN1C(=O)/C(=C\c2cccc(OC)c2O)SC1=Nc1ccc(C)cc1
-11.0	COc1ccc(CNc2cccc(SC)c2)c(OC)c1
-12.5	CC1Cc2cccc3c4c(c(=O)n1c23)C(=O)CC(=O)O4 (stereo unspecified)
2.0	CCOC(=O)c1[nH]c(=O)[nH]c1CN1CCCC1c1ccc(C(=O)NC)s1 (stereo unspecified)
6.3	O=C(NNc1ncccc1[N+](=O)[O-])Nc1cccc2ccccc12
-2.6	O=c1cc(N2CCCCC2)cnn1CCn1cc(Cl)cn1
8.8	COc1cc(OC)nc(SCc2ccc(C(C)(C)C)cc2)n1
3.3	CCOC(=O)CN(C)C(=O)CC1(c2ccccc2)CC(=O)N(Cc2ccc3c(c2)OCO3)C1=O (stereo unspecified)
-5.6	O=C(COc1ccccc1C1CC(=O)Nc2ccc3ccccc3c21)Nc1ccccc1 (stereo unspecified)
3.5	CC(C)CCNC(=O)c1ccc(Cl)c(NC(=O)/C=C/c2ccccc2)c1
-2.0	Cc1ccc(OCC(=O)Nc2ccc(OCc3cc(=O)n4ccsc4n3)cc2)cc1C
4.7	O=C(Cn1c(C(F)(F)F)nc2ccccc21)NCCCn1ccnc1
-1.6	Clc1cccc(Cl)c1OCCOCCN1CCOCC1

Reformatted bar-delimited: entries from further up.
SMILES | RBX1-CUL1 inh
CCCn1cc(NC(=O)Cn2ccc(-c3ccccn3)n2)nn1 | 12.9
CCN(C(=O)c1cc2c(s1)-c1c(C)cccc1OC2)c1ccccc1F | 2.8
COc1cc2c(cc1OC)C(c1ccc(F)cc1)N(c1ccc(F)cc1)C(=O)C2 (stereo unspecified) | -8.9
N#CCc1c(C#N)c(N)nc(N2CCCCC2)c1C#N | -1.6
CC1(Cl)C(=O)c2ccccc2N(c2ccccc2)C1=O (stereo unspecified) | -6.9
CCN1C(=O)/C(=C\c2cccc(OC)c2O)SC1=Nc1ccc(C)cc1 | -10.0
COc1ccc(CNc2cccc(SC)c2)c(OC)c1 | -11.0
CC1Cc2cccc3c4c(c(=O)n1c23)C(=O)CC(=O)O4 (stereo unspecified) | -12.5
CCOC(=O)c1[nH]c(=O)[nH]c1CN1CCCC1c1ccc(C(=O)NC)s1 (stereo unspecified) | 2.0
O=C(NNc1ncccc1[N+](=O)[O-])Nc1cccc2ccccc12 | 6.3
O=c1cc(N2CCCCC2)cnn1CCn1cc(Cl)cn1 | -2.6
COc1cc(OC)nc(SCc2ccc(C(C)(C)C)cc2)n1 | 8.8
CCOC(=O)CN(C)C(=O)CC1(c2ccccc2)CC(=O)N(Cc2ccc3c(c2)OCO3)C1=O (stereo unspecified) | 3.3
O=C(COc1ccccc1C1CC(=O)Nc2ccc3ccccc3c21)Nc1ccccc1 (stereo unspecified) | -5.6
CC(C)CCNC(=O)c1ccc(Cl)c(NC(=O)/C=C/c2ccccc2)c1 | 3.5
Cc1ccc(OCC(=O)Nc2ccc(OCc3cc(=O)n4ccsc4n3)cc2)cc1C | -2.0
O=C(Cn1c(C(F)(F)F)nc2ccccc21)NCCCn1ccnc1 | 4.7
Clc1cccc(Cl)c1OCCOCCN1CCOCC1 | -1.6

(further entries)
RBX1-CUL1 inh	SMILES
8.7	Cc1ccc(/C=C(/C#N)C(=O)NC(C)c2ccccc2)o1 (stereo unspecified)
-4.7	COc1ccc(CN2C[C@@H]3C[C@@H](/C=C/c4ccc(O)c(OC)c4)N4CCC[C@@]34C2=O)cc1
-3.4	CCOC(=O)N1CCN(C(=O)c2cc(COc3cccc(OC)c3)[nH]n2)CC1
-3.4	Cn1c(=O)[nH]c(=O)c2c1nc1n2CCCCS1
2.0	C=CCOc1ccc(/C=c2/sc3n(c2=O)C(c2ccc(C)c(OC)c2)C(C(=O)OCC)=C(C)N=3)cc1OC (stereo unspecified)
1.9	Cc1ccc2cc3cc(C(=O)N4CCN(c5ccccc5)CC4)sc3nc2c1
3.0	COc1cc(/C=C2/C(=N)N3C=C(C)SC3=NC2=O)ccc1OCc1ccc(Cl)cc1Cl
0.6	CSc1ncc(Cl)c(C(=O)Nc2ccc(NC(C)=O)cc2)n1
11.3	CC(=O)N1CCC(Oc2ccc(Cl)cc2C(=O)NCCN2CCCCC2=O)CC1
-3.1	COc1ccc(OCC(=O)Nc2nonc2NC(=O)COc2ccc(OC)cc2)cc1
6.0	CCOc1ccc(-n2nc(CO)c(C(=O)NCCCc3ccccc3)n2)cc1
9.3	O=C(Nc1ccc(Br)cc1Cl)C1CC(=O)N(Cc2ccccc2)C1 (stereo unspecified)
6.3	CC(=O)c1cc2c(N(C)C)nc3ccccc3c2oc1=O
-1.2	O=C(NCC1CCN(Cc2cccc(Cl)c2)CC1)Nc1cc(Cl)ccc1Cl
4.2	CCCCOC(=O)c1ccc(OC(=O)c2ccc(F)cc2)cc1
1.2	C=CCOC(=O)C1=C(C)OC(=N)C(C#N)C1c1ccc(Cl)cc1Cl (stereo unspecified)
-6.2	Cc1ccc(CCNC(=O)c2ccc3c(c2)N(Cc2cccc(F)c2)C(=O)c2ccccc2S3)cc1
7.3	Cc1c(Cl)cccc1NC(=O)NCc1ccccc1F
2.9	O=C(CSc1nnc(-c2ccccc2)n1-c1ccccc1)N/N=C/c1ccco1
5.2	O=C(Nc1sc2c(c1C(=O)NC1CCS(=O)(=O)C1)CCCC2)c1ccccc1Br (stereo unspecified)
2.7	CC1(C)Cc2c(sc3nc(-c4ccccc4Cl)n(N)c(=O)c23)CO1
4.8	Cc1ccc(NC(=O)/C=C/c2ccccc2Cl)cc1Cl
14.1	COc1ccc(CC(=O)N2CCNC2=O)cc1
8.7	O=C(c1ccc(F)cc1)N1CCCCC(Sc2nnc3ccccn23)C1=O (stereo unspecified)
-8.4	CCC1CN(C(=O)Nc2ccccc2C(F)(F)F)c2ccccc2S1 (stereo unspecified)
6.6	Cc1ccc(-n2nc(C(=O)Nc3ccccn3)nc2-c2ccccc2)cc1
-8.8	O=C(CCC1CCN(C2CCSC2)CC1)N1CCN(c2ccccc2)CC1 (stereo unspecified)
2.0	Cc1ccc2c(c1)CN(CC(=O)N(Cc1ccncc1)C[C@@H]1CCC(=O)N1)CC(c1ccsc1)O2 (stereo partly specified)
0.5	CC1=Nc2c(C(=O)Nc3ccccc3)cnn2C(c2ccccc2)C1C(=O)Nc1ccc(C)cc1C (stereo unspecified)
-1.3	CC(=O)c1cc(C(=O)N2CCC(CCC(=O)N3CCOCC3)CC2)cs1
5.9	CN(CC1CCN(CCc2ccc(F)cc2)CC1)C(=O)CCN1CCCCO1
-8.1	COC(=O)c1c(SC)nc2ccccc2c1OCc1ccc(Br)cc1
-9.1	CCOC(=O)c1ccc(N=C(CC)CC(=O)c2ccc(Br)cc2)cc1
-0.8	Cc1c(Cl)cccc1NC(=O)c1ccc2c(c1)CCN2S(=O)(=O)c1ccccc1
1.6	Cc1cc(C)nc(NC2CCCCC2)n1
3.6	O=C(c1cc2c(s1)CCCC2)N1CCN(c2ccc(F)cc2)CC1
8.1	COC(=O)c1c(C(F)(F)F)nc(C(F)F)c(C(=O)O)c1CC(C)C
9.6	Brc1ccc(CNC23CN4CN(CN(C4)C2)C3)cc1
3.7	O=C(COc1ccc(F)cc1)Nc1ccccc1C(=O)OCc1cc(=O)n2nc(C3CC3)sc2n1
-1.1	N#Cc1ccc(C(=O)Nc2ccc(Cl)c(-c3nc4cc(Cl)ccc4o3)c2)c(F)c1
4.4	O=C(c1coc(COc2ccccc2F)n1)N1CCCC(O)C1 (stereo unspecified)
-4.9	O=C(O)c1ccc(-c2nc3ccccc3s2)s1
-0.4	COc1cc(Cl)c(NC(=O)c2cc(S(=O)(=O)N3CCOCC3)cn2C)c(OC)c1
-0.9	CCc1cccc(C)c1NC(=O)c1nnn(-c2ccccc2Cl)c1C
2.2	CN1CCc2c(sc3c2C(=O)NC(c2ccc(OC(=O)c4cccc(F)c4)cc2)N3)C1 (stereo unspecified)
3.7	Cc1ccccc1N1CCN(C(=O)c2cc(Cl)cc(Cl)c2)CC1
-1.8	CCCNC(=O)c1cc(Cl)cc(Cl)c1NC(=O)c1ccco1
2.3	COc1ccccc1/C=C/c1nc(C#N)c(N2CCCCCC2)o1
1.9	O=C(NCCC(c1ccccc1)c1ccccc1)C1CC12CCN(C(=O)Cc1cccs1)CC2 (stereo unspecified)
1.2	O=C(COc1cc(Cl)c(Cl)cc1Cl)OC1CCCCC1O (stereo unspecified)
-13.6	Cc1cc(N2CCCC2)ccc1/C=C1\SC(=O)N(CC(=O)c2ccccc2)C1=O
-0.6	CCS(=O)(=O)N1CCc2cc(C(=O)NCc3ccc(Cl)cc3)ccc21
7.1	CCOC(=O)c1ccc(NC(=O)CSC(=S)N2CCOCC2)cc1
2.6	CCCCCCCCCNC(=O)c1cn(CC)c2cc(N3CCN(C)CC3)c(F)cc2c1=O
-0.7	CCOc1ccccc1/C=C1/SC(=O)N(CC(=O)N2CCCCC2)C1=O
-3.3	C/C(=N\NC(=O)c1cc(C)nc2ccccc12)c1ccc(O)cc1
-2.0	CCn1nccc1C(=O)Nc1ccc(C)c(F)c1
3.7	O=C(Nc1ccccc1F)C1CCN(S(=O)(=O)c2ccc3c(c2)CCCN3C(=O)C2CCC2)CC1
3.5	Cc1ccccc1CNC(=O)c1ccc(NC(=O)N2CCCCc3ccccc32)cc1
-6.0	COc1ccc2c(c1)C1=NN(C(C)=O)C(c3ccc(N(C)C)cc3)C1CC2 (stereo unspecified)

The list goes on.
RBX1-CUL1 inh	SMILES
7.0	Cn1ccnc1SCC(=O)c1ccc(-c2ccccc2)cc1
1.2	CCCCC(=O)N1CCN(S(=O)(=O)c2ccccc2)CC1
-7.9	COc1ccc(OC)c(NS(=O)(=O)c2ccc3c(c2)C(C)(C)C(=O)N3C)c1
-6.9	CCOc1ccccc1NC(=O)N(Cc1ccc(F)cc1)C1CCN(CC)CC1
-6.8	COc1cc(OC)c(NC(=O)c2ccccc2OC)cc1Cl
-0.9	CCCCCCCCCn1cc(C(C)=O)c(=O)n(C)c1=S
-5.7	Cc1oc2ccc(O)c(CN3CCOCC3)c2c1C(=O)Nc1ccc(C(C)C)cc1
4.8	O=C(N/N=C/c1ccc(Cl)cc1)c1cc2c(ccc3ccccc32)o1
-1.8	CCCCn1c(-c2ccco2)n[nH]c1=S
-10.0	O=C1CC(C(=O)NCc2ccccc2)N=C(N2CCCCC2)N1 (stereo unspecified)
-1.5	CS(=O)(=O)N1CCN(Cc2ccc(C(F)(F)F)cc2)CC1
1.4	COc1ccccc1CNS(=O)(=O)c1ccc2c(c1)NC(=O)C(C)C(=O)N2 (stereo unspecified)
8.1	CCc1c(OC(C)=O)c2ccccc2n(C)c1=O
5.6	NNc1c(F)c(F)c(C(F)(F)F)c(F)c1C(F)(F)F
-9.7	COc1cccc(/C=C2\CCC(=C3SCCCS3)C2=O)c1
0.0	CCCn1c2ccccc2c2nnc(SCC(=O)Nc3nc4ccccc4s3)nc21
-10.2	N#Cc1ccccc1SCC(N)=O
2.7	Cc1cccc(-n2c(-c3ccc(Br)o3)n[nH]c2=S)c1
10.3	CCOc1cccc(C2CC(=O)NC3=C2C(=O)CCC3)c1 (stereo unspecified)
3.3	Cc1ccc(C(=O)CSc2nc3sc4c(c3c(=O)n2-c2ccc(Cl)cc2)CCCC4)cc1
6.2	COc1ccccc1C1(CC(=O)N2CCC(Cc3ccccc3)CC2)CC(=O)N(C)C1=O (stereo unspecified)
-2.5	CCc1ccc(OCC(=O)Nc2ccc(S(=O)(=O)N(CC)CC)cc2)cc1
9.2	COc1ccc2nc(NC(=O)c3nc(SCc4ccccc4F)ncc3Cl)sc2c1
2.2	CCN(CC1CCCN(CCc2cccc(OC)c2)C1)C(=O)Cn1ccc(C)n1 (stereo unspecified)
2.9	CN(C)c1ccc(C(=O)OCc2ccccc2)cc1
-4.0	COc1cc(CC2(CCC(=O)NC(C)c3cnn(-c4ccccc4)c3)CCC(=O)N2)ccc1F (stereo unspecified)
1.6	O=C(Nc1ccc(Cl)c(-c2nc3cc(Cl)ccc3o2)c1)c1cc2ccccc2o1
0.7	Cc1ccc(NC(=O)Cc2noc3ccccc23)cc1C
-4.1	COc1ccc(OC)c(C2C3=C(CCCC3=O)N(c3ccc(Cl)cc3)C(=N)C2C(=O)c2ccc(C)cc2)c1 (stereo unspecified)
-4.0	Cc1ccc(-n2nnc(-c3nsc(NC(=O)c4ccccc4C)n3)c2C)cc1Cl
-2.1	CN(CCCCN1CCOCC1)Cc1nc(-c2cccs2)no1
-10.7	CC(C)COc1ccccc1NC(=O)c1ccncc1
4.5	Cc1nnc(N2C(=O)c3oc4ccccc4c(=O)c3C2c2ccc(Cl)cc2)s1 (stereo unspecified)
2.7	COc1ccc(CC2(CCC(=O)N(C)CCc3ccc(OC)c(OC)c3)CCC(=O)N2)c(F)c1 (stereo unspecified)
15.5	CCOc1ccc(-c2nnc(SCC(=O)Nc3ccccc3C(F)(F)F)o2)cc1
-0.9	Cc1cccc(NS(=O)(=O)c2ccc3c(c2)CCCN3C(=O)C2CCC2)c1C
-6.5	OC(COc1ccccc1)Cn1ncnn1 (stereo unspecified)
-0.2	S=c1[nH]c2cc(Br)ccc2n1Cc1ccccc1
6.4	CC(=O)NC1C(=O)N(Cc2ccc(C)cc2)c2ccccc21 (stereo unspecified)
-1.6	Cc1ccc(OCCn2c(-c3ccc(Br)cc3)nc3ccccc3c2=O)cc1C

The list is partial; count on the stated rates, not on these rows.
